RTF Ca sens inh – cardiac RTF calcium desensitization | P19429+P45379 | IANBD-labeled cardiac RTF, Ca2+ fluorescence | inhibition, % at 7.15 µM | 340,000 tested, 0.12% active;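 active means inhibition above the mean inhibition of all tested compounds plus 3 SD, cut at about 17% in these data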;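 further: assay run at fixed EC70 calcium of 1.6 mM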
Keap1-Nrf2 PPI – disrupts human Keap1 binding to Nrf2 peptide | Q14145 | Keap1 Kelch-Nrf2 peptide fluorescence polarization, 1536-well | inhibition, % at 9.4 µM | 340,000 tested, 0.15% active | AID 504523; in the data active means inhibition above about 12%;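 further: human Keap1 Kelch domain with fluorescein labeled Nrf2 9mer peptide probe; 0% = neutral control wells and 100% = peptide positive control; higher means more block of Keap1 binding to Nrf2 peptide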
Target sequence (Q14145 whole entry, looked up, the tested form may be a part): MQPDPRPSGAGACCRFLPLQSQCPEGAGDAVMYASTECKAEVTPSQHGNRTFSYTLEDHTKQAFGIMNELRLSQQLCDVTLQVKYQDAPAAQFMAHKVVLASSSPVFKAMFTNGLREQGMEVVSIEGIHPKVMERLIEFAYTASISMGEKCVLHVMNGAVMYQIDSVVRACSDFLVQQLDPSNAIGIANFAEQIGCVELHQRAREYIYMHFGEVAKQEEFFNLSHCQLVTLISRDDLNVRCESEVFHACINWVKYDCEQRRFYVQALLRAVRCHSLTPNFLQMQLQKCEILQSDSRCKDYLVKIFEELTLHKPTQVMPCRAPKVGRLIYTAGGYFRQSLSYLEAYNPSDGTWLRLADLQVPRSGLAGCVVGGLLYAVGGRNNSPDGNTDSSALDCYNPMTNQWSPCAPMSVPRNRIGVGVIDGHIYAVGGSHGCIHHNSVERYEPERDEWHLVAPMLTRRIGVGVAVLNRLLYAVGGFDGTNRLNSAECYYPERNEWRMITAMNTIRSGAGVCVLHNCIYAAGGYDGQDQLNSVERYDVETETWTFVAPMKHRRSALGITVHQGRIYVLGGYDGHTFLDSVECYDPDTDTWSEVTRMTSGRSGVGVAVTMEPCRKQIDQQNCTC
HTR5A ag ctr – HTR5A agonism, opioid heterodimer counter-screen; HTR5A agonist assay, luminescence, cell-based; activation, % at 9.3 µM; 340,000 tested, 0.61% active; AID 504692; in the data active means activation mostly above about 9.5%, no sharp cut-off; inactive means mostly below about 7.6%;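 further: 0% = cells with vehicle only and 100% = reference agonist; strong numbers were not always called active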
Target sequence (P47898 whole entry, looked up): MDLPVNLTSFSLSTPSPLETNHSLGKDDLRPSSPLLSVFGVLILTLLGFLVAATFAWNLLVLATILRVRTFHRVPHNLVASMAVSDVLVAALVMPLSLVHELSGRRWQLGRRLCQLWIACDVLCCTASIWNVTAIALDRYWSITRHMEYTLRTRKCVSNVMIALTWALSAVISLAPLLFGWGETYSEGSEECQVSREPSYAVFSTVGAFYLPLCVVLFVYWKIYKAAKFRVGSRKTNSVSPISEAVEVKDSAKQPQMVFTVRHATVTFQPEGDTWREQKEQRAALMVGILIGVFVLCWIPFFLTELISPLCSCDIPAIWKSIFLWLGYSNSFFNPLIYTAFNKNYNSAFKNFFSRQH
V-ATPase pHluor – regulators of yeast V-ATPase proton transport. response, % at 10 µM. S. cerevisiae, pHLuorin cytosolic pH fluorescence. 350,000 tested, 0.37% active; in the data active means response mostly above about 7.3%, no sharp cut-off; inactive means mostly below about 5.4%; further: actives read high; inactives centre near 0; some compounds called inactive have numbers as strong as hits; reference of the scale not given here
HTR5A inv ag – counter-screen for OPRM1-OPRD1 inverse agonists: human HTR5A inverse agonism; 340,000 tested, 0.083% active; AID 504634; P47898; inhibition, % at 9.3 µM; HTR5A cell line, luminescence; in the data active means inhibition mostly above about 23%, no sharp cut-off; inactive means mostly below about 18%;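 further: 0% = cells with DMSO and 100% = no-cell wells with DMSO; some compounds called inactive have numbers as strong as hits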
C-LANA FP – KSHV C-LANA DNA binding inhibition; MBP-C-LANA/FAM-LBS DNA binding, fluorescence polarization; inhibition, % at 9 µM; 340,000 tested, 0.078% active;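 active means highest replicate inhibition at or above 60% at 9 µM, even if other replicates fall short; inactive means all replicates below 60% inhibition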;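 further: 0% = neutral control wells and 100% = 4 µM acridine orange control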
RTF Ca sens act – cardiac RTF calcium sensitization; P19429+P45379; IANBD-labeled TnC RTF fluorescence at EC20 calcium; 0% EC20 calcium, 100% full calcium; activation, % at 7.2 µM; 340,000 tested, 0.24% active;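 active means activation above the mean over all tested compounds plus 3 SD, cut at about 30% in these data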;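 further: rise in fluorescence read as greater calcium sensitivity of cardiac thin filaments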
OPRM1-OPRD1 ag – agonists of human mu-delta opioid receptor heterodimerization | P35372+P41143 | cells, OPRM1-OPRD1 heterodimerization, luminescence | activation, % at 9.3 µM | 340,000 tested, 0.3% active | AID 504326; in the data active means activation above about 18%;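 further: 0% = vehicle-treated cells and 100% = reference agonist; values of inactives mirror those of a sister screen read the other way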
CAL-PDZ inh HTS – blocks peptide binding to the human CAL PDZ domain; purified CAL PDZ, TMR-peptide fluorescence polarization, 1 h; AID 602252; 300,000 tested, 0.92% active; inhibition, % at 24.9 µM; Q9HD26;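 active means mean inhibition of at least 30% with at least half of replicates also reaching 30%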;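 further: 0% = DMSO neutral control and 100% = excess unlabeled competitor peptide PRC23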
MOR-DOR inv ag – inverse agonists of human mu-delta opioid receptor heterodimerization; P35372+P41143; cell-based MOR-DOR heterodimer luminescence, inverse agonism; inhibition, % at 9.3 µM; 340,000 tested, 0.21% active; in the data active means inhibition above about 22%, passing the limit was not always enough;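 further: 0% = cells with DMSO and 100% = wells without cells with DMSO; values of inactives mirror those of a sister screen read the other way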
* marks the source's active call; other numbers are inactive results.

`COc1cccc(C(=O)NCc2nnc(SCC(=O)Nc3nccs3)n2-c2cccc(C)c2)c1` gave RTF Ca sens inh 5.4, Keap1-Nrf2 PPI -1.7, HTR5A ag ctr 0.8, V-ATPase pHluor 4.9, HTR5A inv ag -12.7, C-LANA FP -0.3, RTF Ca sens act 1.1, OPRM1-OPRD1 ag -1.3, CAL-PDZ inh HTS -2.4 and MOR-DOR inv ag 7.3.
`Cc1cc(S(=O)(=O)Nc2ccc(C(=O)NCC(c3ccccc3)N(C)C)cc2)ccc1F` (stereo not drawn) gave RTF Ca sens inh -1.8, Keap1-Nrf2 PPI 2.5, HTR5A ag ctr 2.2, V-ATPase pHluor 1.0, HTR5A inv ag -5.5, C-LANA FP 0.0, RTF Ca sens act -0.5, OPRM1-OPRD1 ag -2.1 and MOR-DOR inv ag 8.5.
`Cc1ccn(CCC(=O)N2CCc3ccccc32)n1` gave RTF Ca sens inh 3.0, Keap1-Nrf2 PPI 2.1, HTR5A ag ctr 3.1, V-ATPase pHluor -0.3, HTR5A inv ag 6.5, C-LANA FP 1.7, RTF Ca sens act -4.4, OPRM1-OPRD1 ag -3.8, CAL-PDZ inh HTS -0.2 and MOR-DOR inv ag 19.6.
COc1cc(/C=N/NC(N)=O)ccc1OCC(=O)N1C(C)CCCC1C (stereo not drawn) was read as RTF Ca sens inh -3.5, Keap1-Nrf2 PPI -1.2, HTR5A ag ctr 5.6, V-ATPase pHluor -1.4, HTR5A inv ag 7.2, C-LANA FP 0.0, RTF Ca sens act 2.1, OPRM1-OPRD1 ag -3.3 and MOR-DOR inv ag 17.2.
`CC(C)CC(=O)N1CCC(O)(CS(=O)(=O)Cc2ccccc2)CC1` gave RTF Ca sens inh 2.4, Keap1-Nrf2 PPI -2.5, HTR5A ag ctr -2.3, V-ATPase pHluor -1.9, HTR5A inv ag -5.9, C-LANA FP -1.0, RTF Ca sens act -2.8, OPRM1-OPRD1 ag -2.8, CAL-PDZ inh HTS -2.4 and MOR-DOR inv ag 13.9.
`NS(=O)(=O)c1ccc(NC(=O)COC(=O)CSc2n[nH]c(-c3ccccc3)n2)cc1` gave RTF Ca sens inh -9.7, Keap1-Nrf2 PPI 1.6, HTR5A ag ctr -2.9, V-ATPase pHluor 1.4, HTR5A inv ag -19.6, C-LANA FP -2.0, RTF Ca sens act 3.0, OPRM1-OPRD1 ag -1.4, CAL-PDZ inh HTS -3.0 and MOR-DOR inv ag 8.1.
COc1ccccc1N1CCN(C(=O)c2ccc(CS(=O)(=O)c3ccccc3OC)o2)CC1 was read as RTF Ca sens inh -2.1, Keap1-Nrf2 PPI -4.7, HTR5A ag ctr 0.6, V-ATPase pHluor -1.8, HTR5A inv ag -16.0, C-LANA FP 0.0, RTF Ca sens act 1.6, OPRM1-OPRD1 ag -2.2, CAL-PDZ inh HTS 0.5 and MOR-DOR inv ag 10.1.
Screening CS(=O)(=O)N1CCN(C(=O)C(Sc2ccccc2)c2ccccc2)CC1 (stereo not drawn) returned RTF Ca sens inh -2.7, Keap1-Nrf2 PPI -0.5, HTR5A ag ctr 1.2, V-ATPase pHluor 1.3, HTR5A inv ag 10.2, C-LANA FP 0.9, RTF Ca sens act 1.0, OPRM1-OPRD1 ag -3.0, CAL-PDZ inh HTS -2.8 and MOR-DOR inv ag 16.5.
Cc1cc(SCC(=O)N/N=C/c2cccnc2)nc2c(C)cccc12 was read as RTF Ca sens inh 1.5, Keap1-Nrf2 PPI -0.6, HTR5A ag ctr 3.1, V-ATPase pHluor -1.1, HTR5A inv ag 10.6, C-LANA FP -1.2, RTF Ca sens act 2.8, OPRM1-OPRD1 ag 0.1 and MOR-DOR inv ag -0.3.
For CCN(CC)S(=O)(=O)c1ccc2c(c1)nc(CCC(=O)Nc1cccc(C(F)(F)F)c1)n2CC the results were RTF Ca sens inh 1.1, Keap1-Nrf2 PPI -3.5, HTR5A ag ctr -0.4, V-ATPase pHluor 0.0, HTR5A inv ag 8.5, C-LANA FP -1.7, RTF Ca sens act 3.1, OPRM1-OPRD1 ag 2.1, CAL-PDZ inh HTS -4.0 and MOR-DOR inv ag -12.6.
`C#CCNC(=O)C1=C[C@H](c2ccc(Br)cc2)C[C@H](OCCCCO)O1` gave RTF Ca sens inh -11.8, Keap1-Nrf2 PPI -4.3, HTR5A ag ctr -1.2, V-ATPase pHluor 2.2, HTR5A inv ag 3.1, C-LANA FP 0.6, RTF Ca sens act 0.9, OPRM1-OPRD1 ag -1.2, CAL-PDZ inh HTS -0.4 and MOR-DOR inv ag 6.8.
For C/C(=N\NC(=O)Cn1cnc2ccccc21)c1cccs1 the results were RTF Ca sens inh -4.8, Keap1-Nrf2 PPI -8.2, V-ATPase pHluor -2.0, C-LANA FP 0.6, RTF Ca sens act 2.0 and CAL-PDZ inh HTS 0.2.
COC(=O)c1ccccc1NC(=O)c1sc(=S)n(C)c1N was read as RTF Ca sens inh 4.2, Keap1-Nrf2 PPI -0.6, HTR5A ag ctr 0.4, V-ATPase pHluor 7.1, HTR5A inv ag -29.1, C-LANA FP -2.4, RTF Ca sens act -5.0, OPRM1-OPRD1 ag -0.2, CAL-PDZ inh HTS -0.1 and MOR-DOR inv ag 0.9.
`Cc1cc2nc3ccc(=[N+](C)C)cc-3sc2cc1N` gave RTF Ca sens inh -5.1, Keap1-Nrf2 PPI -2.6, HTR5A ag ctr -5.2, V-ATPase pHluor -2.6, HTR5A inv ag 7.3, C-LANA FP -41.2, RTF Ca sens act -0.1, OPRM1-OPRD1 ag 8.9, CAL-PDZ inh HTS 5.8 and MOR-DOR inv ag -46.5.
CNC(=O)CSCc1c(Cl)cccc1Cl was read as RTF Ca sens inh 0.4, Keap1-Nrf2 PPI -5.6, HTR5A ag ctr -6.8, V-ATPase pHluor 3.1, HTR5A inv ag 12.4, C-LANA FP 0.0, RTF Ca sens act 0.2, OPRM1-OPRD1 ag -1.1, CAL-PDZ inh HTS -3.8 and MOR-DOR inv ag 6.4.
`CCc1ccc(NC(=O)c2cnn(-c3ccccc3)c2C2CCNCC2)cc1` gave RTF Ca sens inh 12.3, Keap1-Nrf2 PPI -0.3, HTR5A ag ctr -0.1, V-ATPase pHluor -1.0, HTR5A inv ag -4.7, C-LANA FP -0.5, RTF Ca sens act -7.3, OPRM1-OPRD1 ag -0.7, CAL-PDZ inh HTS 7.1 and MOR-DOR inv ag 5.2.
`CCS(=O)(=O)CCSc1nc2ccccc2o1` gave RTF Ca sens inh -3.4, Keap1-Nrf2 PPI 4.9, HTR5A ag ctr 1.2, V-ATPase pHluor -1.3, HTR5A inv ag 12.3, C-LANA FP -1.1, RTF Ca sens act 1.0, OPRM1-OPRD1 ag -0.8, CAL-PDZ inh HTS -0.2 and MOR-DOR inv ag 4.7.
Screening CCCCCc1ccc(-c2nnc(N)s2)cc1 returned RTF Ca sens inh -14.4, Keap1-Nrf2 PPI -2.1, HTR5A ag ctr -3.6, V-ATPase pHluor 2.9, HTR5A inv ag 10.2, C-LANA FP -0.8, RTF Ca sens act 7.1, OPRM1-OPRD1 ag 0.8, CAL-PDZ inh HTS 1.0 and MOR-DOR inv ag -4.6.
Screening CN(C)Cc1c(C(=O)Nc2ccccc2)[nH]c2ccccc12 returned RTF Ca sens inh 0.1, Keap1-Nrf2 PPI 0.1, HTR5A ag ctr 1.9, V-ATPase pHluor -6.4, HTR5A inv ag 2.9, C-LANA FP -0.8, RTF Ca sens act 5.1, OPRM1-OPRD1 ag 6.4, CAL-PDZ inh HTS 1.5 and MOR-DOR inv ag -34.3.
Screening O=C1c2ccccc2NC(c2ccco2)N1NS(=O)(=O)c1ccccc1 (stereo not drawn) returned Keap1-Nrf2 PPI -0.5, V-ATPase pHluor -0.8, C-LANA FP -0.4 and CAL-PDZ inh HTS -0.9.
Screening O=C(CN1C(=O)c2ccccc2S1(=O)=O)NCc1ccccc1Cl returned RTF Ca sens inh -5.2, Keap1-Nrf2 PPI -3.4, HTR5A ag ctr 1.4, V-ATPase pHluor -1.2, HTR5A inv ag -4.1, C-LANA FP 1.9, RTF Ca sens act 10.3, OPRM1-OPRD1 ag -3.1 and MOR-DOR inv ag 15.8.
`CCN(CC)C(=O)N1c2ccccc2CC(N(CC)CC)c2ccccc21` (stereo not drawn) gave RTF Ca sens inh 8.5, Keap1-Nrf2 PPI -8.0, HTR5A ag ctr 3.7, V-ATPase pHluor 0.1, HTR5A inv ag -9.4, C-LANA FP 0.6, RTF Ca sens act 3.1, OPRM1-OPRD1 ag 3.9, CAL-PDZ inh HTS -0.2 and MOR-DOR inv ag -21.9.
For COc1ccc2oc(C(=O)NCCC(C)C)c(C)c2c1 the results were RTF Ca sens inh -7.6, Keap1-Nrf2 PPI -2.5, HTR5A ag ctr 4.7, V-ATPase pHluor -0.1, HTR5A inv ag -12.1, C-LANA FP 25.4, RTF Ca sens act 4.9, OPRM1-OPRD1 ag 1.3, CAL-PDZ inh HTS -3.3 and MOR-DOR inv ag -6.1.
`COC(=O)N1C(=O)[C@](Cc2ccccc2)(c2ccccc2)N1C(=O)OC` gave RTF Ca sens inh -7.0, Keap1-Nrf2 PPI -35.9, HTR5A ag ctr -2.7, V-ATPase pHluor -3.7, HTR5A inv ag -13.0, C-LANA FP -1.4, RTF Ca sens act -4.2, OPRM1-OPRD1 ag -1.8, CAL-PDZ inh HTS 0.3 and MOR-DOR inv ag 8.2.
CS(=O)(=O)N1CCN(C(=O)C2c3ccccc3Oc3ccccc32)CC1 was read as RTF Ca sens inh 5.7, Keap1-Nrf2 PPI -4.5, HTR5A ag ctr -1.9, V-ATPase pHluor -1.0, HTR5A inv ag 7.5, C-LANA FP -2.0, RTF Ca sens act -8.2, OPRM1-OPRD1 ag -1.6, CAL-PDZ inh HTS -0.1 and MOR-DOR inv ag 8.5.
For Cc1ccc(NC(=O)c2cc(C)on2)cc1 the results were RTF Ca sens inh -1.7, Keap1-Nrf2 PPI -5.6, HTR5A ag ctr 0.0, V-ATPase pHluor 6.9*, HTR5A inv ag 2.7, C-LANA FP -1.4, RTF Ca sens act 14.3, OPRM1-OPRD1 ag 0.3, CAL-PDZ inh HTS 1.2 and MOR-DOR inv ag -1.8.
Screening O=C(/C=N/O)NCc1cccnc1 returned RTF Ca sens inh -4.4, Keap1-Nrf2 PPI -5.3, HTR5A ag ctr 3.1, V-ATPase pHluor -2.0, HTR5A inv ag -8.0, C-LANA FP 1.3, RTF Ca sens act 6.2, OPRM1-OPRD1 ag -2.4, CAL-PDZ inh HTS 0.3 and MOR-DOR inv ag 13.8.
Screening CCNC(=O)CN(CCc1ccccc1)S(C)(=O)=O returned RTF Ca sens inh 0.9, Keap1-Nrf2 PPI -4.1, HTR5A ag ctr 2.6, V-ATPase pHluor 2.0, HTR5A inv ag -6.3, C-LANA FP 1.0, RTF Ca sens act 8.3, OPRM1-OPRD1 ag -3.5, CAL-PDZ inh HTS -1.7 and MOR-DOR inv ag 17.3.
Screening CC(C)CCN1CCN(Cc2ccc(C#CCCO)cc2)CC1CCO (stereo not drawn) returned RTF Ca sens inh -1.0, Keap1-Nrf2 PPI -0.6, HTR5A ag ctr -1.7, V-ATPase pHluor 3.0, HTR5A inv ag 4.4, C-LANA FP 2.5, RTF Ca sens act -0.3, OPRM1-OPRD1 ag -0.6, CAL-PDZ inh HTS 1.4 and MOR-DOR inv ag 3.3.
